NRP1-CendR mod – alters CendR peptide binding to human NRP-1; O14786; FAM-RPARPAR peptide binding to NRP-1, fluorescence polarization; inhibition, % at 25 µM; hit rate 0.85% among 360,000; AID 602438;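 active means inhibition or corrected inhibition above about 18%, plus a signal ratio from 0.5 to 1.5, limit read from the data, passing the limit was not always enough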; further: strong numbers were not always called active
MsrA inh – inhibits bovine methionine sulfoxide reductase A | purified bovine MsrA, absorbance read-out | inhibition, % at 15.5 µM | hit rate 0.75% among 360,000; in the data active means inhibition above about 4.5%;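 further: 0% = vehicle wells with enzyme and 100% = reference inhibitor wells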
STEP inh – inhibitors of human striatal-enriched phosphatase STEP | P54829 | inhibition, % at 20 µM | hit rate 0.25% among 360,000 | AID 588621 | recombinant STEP, OMFP fluorogenic substrate, fluorescence;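 active means inhibition at 20 µM, scaled per plate between control wells, above about 37%, limit read from the data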;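 further: 0% = DMSO with enzyme and substrate and 100% = substrate only without enzyme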
Target sequence (P54829 whole entry, looked up): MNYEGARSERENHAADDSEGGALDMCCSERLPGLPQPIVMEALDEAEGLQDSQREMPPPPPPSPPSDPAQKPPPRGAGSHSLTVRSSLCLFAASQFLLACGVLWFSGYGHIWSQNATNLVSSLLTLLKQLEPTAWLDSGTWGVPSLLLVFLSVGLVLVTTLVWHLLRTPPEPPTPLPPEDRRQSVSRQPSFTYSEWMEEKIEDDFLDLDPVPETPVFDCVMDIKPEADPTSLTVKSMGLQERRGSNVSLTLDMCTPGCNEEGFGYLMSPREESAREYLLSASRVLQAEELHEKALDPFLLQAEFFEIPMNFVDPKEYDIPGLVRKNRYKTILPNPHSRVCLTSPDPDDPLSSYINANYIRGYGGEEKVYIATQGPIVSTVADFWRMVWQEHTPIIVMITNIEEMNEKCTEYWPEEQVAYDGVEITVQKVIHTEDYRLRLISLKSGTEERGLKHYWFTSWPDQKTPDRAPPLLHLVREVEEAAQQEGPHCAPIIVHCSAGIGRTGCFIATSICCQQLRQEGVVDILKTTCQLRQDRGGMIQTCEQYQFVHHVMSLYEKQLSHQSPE
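Also added – OMFP at 25 µM · Test system – STEP tyrosine phosphatase · Technique – FITC-channel fluorescence of OMFP product · Schedule – 20 min at room temperature, dark · Evaluation – control-normalized % inhibition with plate pattern correction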
eLon inh – inhibitors of E. coli Lon protease; P0A9M0; purified E. coli Lon protease, fluorescence polarization; inhibition, % at 7.94 µM; hit rate 0.42% among 360,000; AID 602123; in the data active means inhibition above about 13%, passing the limit was not always enough;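 further: 0% = enzyme with probe and DMSO and 100% = no enzyme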
Scp-1 inhibitor – blocks human Scp-1 phosphatase activity. Q9GZU7. Recombinant Scp1, phosphopeptide, malachite green phosphate absorbance. hit rate 0.88% among 340,000. inhibition, % at 20 µM;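 active means inhibition above about 50% at 20 µM, limit read from the data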;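 further: plate controls were DMSO wells with enzyme for no effect and wells lacking enzyme for full effect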
Target sequence (Q9GZU7 76-261 limits assumed): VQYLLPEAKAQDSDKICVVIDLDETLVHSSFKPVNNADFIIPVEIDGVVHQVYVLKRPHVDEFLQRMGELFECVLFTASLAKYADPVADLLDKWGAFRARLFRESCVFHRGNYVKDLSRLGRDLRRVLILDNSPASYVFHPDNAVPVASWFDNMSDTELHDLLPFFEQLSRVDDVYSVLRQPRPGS
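System: truncated SCP-1 phosphatase (76-261aa); medium: Tris acetate buffer pH 5.5 with MgCl2 and Tween-20; incubation: 45 min room-temperature reaction, 5 min colour, 30 min stabiliser; compound: single 20 µM dose, 1% DMSO; reagent: Phosphorylated 17-residue peptide substrate; read-out: % inhibition at 20 µM; technique: colorimetric free-phosphate detection, absorbance 630 nm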
Tb MetRS inh – Trypanosoma brucei MetRS inhibition. purified T. brucei MetRS, ATP depletion, Kinase-Glo luminescence. inhibition, % at 11.9 µM. hit rate 0.4% among 360,000;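 active means inhibition above a per-plate cutoff of the control wells' mean inhibition plus 3 SD, cut at about 5.5% in these data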;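 further: 0% = DMSO wells median and 100% = median of wells with control inhibitor compound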
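assay system = parasite MetRS enzyme | timing = 15 min preincubation, 2 h reaction, all 25 °C | evaluation = percent inhibition relative to median high and low control wells | medium = HEPES buffer containing pyrophosphatase, BSA, spermine, DTT | compound = single dose, 11.9 µM final nominal, 0.9% final DMSO | detection = Kinase-Glo luminescence, ATP depletion format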
SUMO1-SIM PPI – modulators of human SUMO1-mediated protein-protein interactions; P63165; SUMO1 binding to a labelled peptide, TR-FRET, 1 h; inhibition, % at 20 µM; hit rate 0.33% among 360,000; AID 602429; in the data active means inhibition above about 37%
Target sequence (P63165 whole entry, looked up): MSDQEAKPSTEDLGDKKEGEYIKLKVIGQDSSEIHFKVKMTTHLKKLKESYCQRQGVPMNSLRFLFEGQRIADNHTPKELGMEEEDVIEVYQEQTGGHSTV
LMPTP block – LMPTP (human) inhibition; AID 651560; recombinant LMPTP-A, OMFP fluorogenic substrate, fluorescence intensity; hit rate 0.22% among 360,000; inhibition, % at 20 µM; P24666;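 active means compounds that cut the enzyme signal by at least half of the control window in the single-dose screen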;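 further: plate controls were DMSO wells with enzyme plus substrate for no effect and substrate without enzyme for full effect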
Target sequence (P24666 whole entry, looked up): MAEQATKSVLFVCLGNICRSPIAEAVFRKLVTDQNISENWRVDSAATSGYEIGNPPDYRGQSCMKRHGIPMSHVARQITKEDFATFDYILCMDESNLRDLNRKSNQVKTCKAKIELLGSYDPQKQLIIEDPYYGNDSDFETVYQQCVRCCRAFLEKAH
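Test system: LMPTP-A phosphatase enzyme. Amount: LMPTP-A at 0.625 nM final in the reaction. Reagent: OMFP substrate, 400 µM final. Times: 50 min at room temperature. Signal: endpoint fluorescence intensity from OMFP dephosphorylation. Read-out basis: % inhibition. Benchmarks: no-enzyme and uninhibited controls.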
DNMT1 inh – inhibitors of human DNMT1. DNMT1 molecular beacon, Hinp1I cleavage, fluorescence. inhibition (reported as % activation of signal), % at 10 µM. hit rate 0.83% among 360,000. P26358. AID 588458; in the data active means inhibition above about 50%
bovine MsrA act – bovine methionine sulfoxide reductase A activation. purified bovine MsrA, absorbance read-out. activation, % at 10.6 µM. hit rate 0.3% among 360,000. AID 602163; in the data active means activation above about 7.5%;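 further: 0% = vehicle and 100% = reference activator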
* marks the source's active call; other numbers are inactive results; x = not tested or not shown.

A first look, three compounds:
SMILES	NRP1-CendR mod	MsrA inh	STEP inh	eLon inh	Scp-1 inhibitor	Tb MetRS inh	SUMO1-SIM PPI	LMPTP block	DNMT1 inh	bovine MsrA act
COc1ccc(NC(=O)c2ccco2)cc1NC(=O)c1ccc(C)cc1	7.5	0.8	-2.2	0.2	-7.2	-0.1	0.1	-1.2	1.8	-1.1
CCN(CC)c1ccc(-c2n[nH]c(=S)n2-c2ccccc2)cc1	15.4	1.9	-0.6	-4.2	-4.4	-0.3	2.9	0.9	-0.8	-2.1
COCCNC(=O)c1ccc2c(c1)ncn2-c1ccc(C)c(Cl)c1	37.8*	0.8	-0.8	10.4	-15.6	-0.9	5.1	-0.5	-0.2	-1.7

The listing (from the top)
SMILES	NRP1-CendR mod	MsrA inh	STEP inh	eLon inh	Scp-1 inhibitor	Tb MetRS inh	SUMO1-SIM PPI	LMPTP block	DNMT1 inh	bovine MsrA act
COc1ccc(NC(=O)c2ccco2)cc1NC(=O)c1ccc(C)cc1	7.5	0.8	-2.2	0.2	-7.2	-0.1	0.1	-1.2	1.8	-1.1
CCN(CC)c1ccc(-c2n[nH]c(=S)n2-c2ccccc2)cc1	15.4	1.9	-0.6	-4.2	-4.4	-0.3	2.9	0.9	-0.8	-2.1
COCCNC(=O)c1ccc2c(c1)ncn2-c1ccc(C)c(Cl)c1	37.8*	0.8	-0.8	10.4	-15.6	-0.9	5.1	-0.5	-0.2	-1.7
O=C(c1cc(COc2cccc(C(F)(F)F)c2)on1)N1CCCC1	1.4	-0.5	-0.6	-12.1	x	-0.2	-0.9	0.2	0.1	-3.1
CC1(C(=O)NS(=O)(=O)c2ccccc2)CCN1C(=O)COc1ccc(Cl)cc1 (stereo unspecified)	0.8	-0.5	-5.3	-1.8	x	-0.2	3.2	-2.2	1.8	-7.5
Cc1nc2sccn2c(=O)c1S(=O)(=O)N1CCN(c2ccccc2F)CC1	0.6	2.8	0.0	4.6	x	-0.1	1.5	-1.3	1.3	-3.1
Cc1ccc(CN(C(=O)CNC(=O)c2cccs2)C(C(=O)NCC2CCCO2)c2ccccc2)cc1 (stereo unspecified)	7.0	0.5	2.3	-1.3	-5.2	-0.5	-4.3	-0.7	-1.4	-4.0
CCOC(=O)NNC(=O)c1[nH]c2ccc(Br)cc2c1-c1ccccc1	10.1	-1.4	-2.2	13.7	-4.0	0.4	-9.3	1.4	-5.0	-1.0
FC(F)Sc1ccc(NC(=S)NCC2CCCCC2)cc1	13.7	-0.9	-7.4	1.6	-12.9	0.2	0.1	3.3	-0.7	-2.1
Cc1ccc(N(CC(=O)N2CCc3ccccc3C2)S(C)(=O)=O)cc1	-3.2	-0.6	-5.2	-2.6	-8.1	-0.5	-1.9	-1.4	-1.8	-3.5
CC(=O)C[C@@H](O)CC(=O)[C@H]1OC(=O)[C@H](C)CCCCc2ccccc21	-0.2	-1.8	0.7	-5.5	-4.8	-0.1	8.1	-0.6	6.2	-1.8
NS(=O)(=O)c1ccc(NC(=O)N[C@@H](Cc2ccccc2)C(=O)O)cc1	6.0	0.9	1.1	-1.2	-15.4	-0.1	-0.6	-2.1	1.5	0.8
CCOc1ccccc1CNC(=O)c1nn(CC)cc1[N+](=O)[O-]	2.6	-0.6	-3.8	0.1	-3.9	-0.9	-14.0	-2.6	14.3	-2.1
CNC(=O)C1Cc2ccccc2CN1S(=O)(=O)c1ccc(OC)c(OC)c1 (stereo unspecified)	9.2	-1.4	-1.8	8.4	-10.2	-1.1	9.1	0.3	-3.7	-1.1
O=C(COC(=O)CCN=C1NS(=O)(=O)c2ccccc21)NC1CCCCCCC1	-10.8	-1.4	0.1	0.9	-11.7	0.0	0.1	-0.1	1.0	-4.2
C[C@@H]1CN([C@@H](C)CO)C(=O)Cc2cc(NC(=O)C3CCCCC3)ccc2O[C@H]1CN(C)S(=O)(=O)c1ccccc1	-0.5	-0.2	-1.4	-11.3	1.7	-0.1	8.1	-2.7	-7.8	6.3
CCOC(=O)N1CCN(S(=O)(=O)c2cn(C)c(=O)n(C)c2=O)CC1	11.2	0.2	-2.2	4.1	-7.2	-0.3	4.0	-1.0	-0.6	-4.2
COC(=O)Nc1nc(-c2ccccc2)c(C(=O)c2ccc(Cl)cc2)s1	3.2	0.5	-6.2	-8.5	-4.3	-1.3	2.6	-0.5	-3.9	-4.2
COc1ccc(OC)c(NC(=O)C2(C)CCN2C(=O)CCC2CCCC2)c1 (stereo unspecified)	-9.5	-0.1	-2.2	-2.4	x	-0.8	2.9	-0.2	0.3	-6.8
CCCCC(=O)N(C)c1c(CC)nc2c(OCC(=O)c3ccc(Cl)cc3Cl)cccn12	-23.3	0.2	3.6	7.8	x	-0.1	3.6	-0.8	2.3	5.5
COc1cc(N)c(Cl)cc1C(=O)OCC(=O)N1CCCCCC1	-3.2	0.8	1.4	-8.6	-10.4	-0.3	-0.8	-0.7	2.5	-4.5
O=C(Oc1ccc(N2C(=O)C3C4CCC(C4)C3C2=O)cc1)c1ccco1 (stereo unspecified)	-11.7	-0.6	-1.0	-10.0	-2.2	-0.4	-1.1	-0.6	2.7	-0.4
CC(=O)NCCNC(=O)C1CCCCN1S(=O)(=O)c1ccccc1 (stereo unspecified)	-2.8	1.3	-0.1	2.8	0.7	0.4	2.1	0.0	-2.7	-2.2
Cc1nc2ccc(Cl)cc2c(-c2ccccc2)c1CC(=O)O	-11.9	0.9	0.7	-11.6	-8.3	-0.1	-1.1	-2.6	2.3	-4.4
O=C1OCCN1C(=O)[C@H]1[C@H](c2ccc(Cl)cc2)C(c2ccccc2)=NN1c1ccc(Br)cc1	1.9	0.8	-4.3	-2.1	-4.0	-0.8	0.6	3.4	-10.2	0.1
O=C1C(=Cc2ccc(F)cc2)CCc2ccccc21	-8.4	1.2	x	-4.0	x	-1.9	-14.7	0.5	x	-8.2
OCC1CCCN(C(=S)Nc2ccc(OC(F)F)cc2)C1 (stereo unspecified)	0.4	0.7	-3.7	1.9	-12.6	0.5	10.9	-1.3	6.3	-2.6
O=C(Cn1nc(-c2ccccc2)ccc1=O)NCc1ccc2c(c1)OCO2	-0.1	-0.6	-1.6	-3.1	-14.9	-0.2	-6.3	0.2	-3.0	-2.5
CCCn1c(=O)c(C(=O)NCc2ccc3c(c2)OCO3)c(O)c2ccccc21	8.4	1.2	1.5	2.5	-7.5	-0.5	2.2	1.7	-1.6	-0.4
CC(/C=N/NC(=O)c1cccs1)=C\c1ccccc1	3.5	2.2	-0.8	-8.1	1.4	-3.5	-9.5	0.3	4.3	-17.4
c1csc(CNc2ncnc3ccc(-c4ccc5c(c4)OCO5)cc23)c1	20.0	0.5	0.2	5.8	11.0	0.3	0.2	3.1	-1.8	-13.9
CCOC(=O)c1ccc(S(=O)(=O)N2CCN(C(C)=O)CC2)cc1	12.2	-0.8	-1.0	5.5	1.6	-1.2	-0.4	-1.2	6.2	-16.8
O=C(CCS(=O)(=O)c1ccccc1)N(CCCN1CCOCC1)c1nc2c(F)cccc2s1	-15.1	0.1	0.0	-0.9	3.9	-0.6	-5.5	-1.2	0.0	-1.0
O[C@H]1C[C@H](c2ccc(Cl)cc2)N(CC2CCCCC2)C[C@@H]1n1cc(-c2ccc(F)cc2)nn1	-3.8	0.0	-0.1	-8.9	x	-0.6	-1.4	1.3	-9.2	-0.6
COc1ccc(NC(=O)CSc2nnc3n2CCCCC3)cc1S(=O)(=O)N(C)C	3.6	-1.2	1.2	1.0	x	-0.3	-10.9	0.1	0.2	1.9
COC(=O)c1ccc(C23CC4(C2)[C@H](CN(Cc2ccc(C(F)(F)F)cc2)[C@@H]4c2ccccc2)C3c2ccccc2)cc1 (stereo partly specified)	-4.0	x	3.0	6.5	11.9	-0.3	4.2	0.0	8.3	-2.2
COc1ccc2[nH]c(=O)c(CN(CC3CCCO3)C(=O)Nc3ccc(F)cc3)cc2c1 (stereo unspecified)	9.7	0.0	0.0	11.4	8.2	0.1	-0.7	0.4	-0.2	1.1
COc1ccc(S(=O)(=O)N(C)CC(=O)Nc2ccc3c(c2)OCO3)cc1	12.0	1.9	0.2	-3.5	-9.8	0.2	2.7	0.2	-4.8	-1.9
COc1ccccc1C(=O)NCCC(=O)NCC1COc2ccccc2O1 (stereo unspecified)	9.9	-0.6	1.1	-8.4	-2.7	-0.4	1.4	-1.5	-0.6	-1.8
Cc1nnc(SCC(=O)NC(=O)NCCC(C)C)s1	-1.3	-0.3	-0.7	1.0	0.6	-1.4	0.9	5.9	11.4	-13.8
CC(C)Oc1ccc(/C=N/NC(=O)C2CCCN2S(=O)(=O)c2ccc(Cl)cc2)cc1 (stereo unspecified)	13.5	x	1.4	5.3	-2.2	0.0	-3.9	3.1	-6.5	-0.7
COc1ccccc1C1CCN(Cc2c(C)[nH]c3ccccc23)CC1	6.6	-1.6	2.3	4.9	-3.6	0.4	-6.0	-0.7	-6.3	-1.4
Nn1c(Cc2cccc3ccccc23)nnc1SCCOc1ccc(F)cc1	4.8	0.7	1.8	-12.5	8.4	0.1	-3.7	-0.1	0.4	-0.6
C/C(=C\c1cc2ccccc2o1)C1Nc2cccc3cccc(c23)N1	4.7	-0.4	4.2	7.5	3.9	-0.3	-7.8	7.9	-11.1	-1.8
C#CCNC(=O)C1CCN(c2ccc(S(=O)(=O)N3CCOCC3)cc2Cl)CC1	12.4	1.2	0.1	3.8	2.6	-0.7	1.0	0.1	5.0	-7.5
COC(=O)C1C2C=CC(C3CC23)C1C(=O)OCC(=O)c1ccccc1 (stereo unspecified)	12.5	-1.4	-3.3	-5.1	-8.0	-0.6	45.2*	-0.8	-3.5	-3.5
C=C1c2cc(C)c(C)cc2NC(=O)N1c1ccccc1	-15.3	-1.0	0.9	-4.5	-6.9	0.3	-4.8	0.5	-3.0	-3.5
COCCN(C(=O)CNC(=O)c1ccco1)C(C(=O)NC1CCCC1)c1ccccc1 (stereo unspecified)	3.2	-0.9	-1.6	-2.6	-5.5	-0.4	-1.3	0.4	1.2	1.3
Cn1c(=O)n(CCCO)c(=O)c2c1nc1n2CCCN1Cc1ccccc1	3.6	0.1	-0.4	6.0	0.0	-0.4	8.1	-0.8	1.4	-9.2
Cc1cccc(-c2noc(CCCOc3ccc(Cl)cc3Cl)n2)c1	3.9	-0.2	5.6	3.3	-8.7	0.1	-0.2	1.5	-2.7	-2.3
Cc1ccc(N2C(=O)CSC2c2ccccn2)cc1Cl (stereo unspecified)	4.8	2.8	0.3	0.7	-2.7	0.2	2.6	-1.7	-3.9	-3.0
COc1ccc(CCN(C)C(=O)c2cnc(C)cn2)cc1OC	-1.4	-1.8	1.8	-6.5	-7.1	-0.4	1.4	-0.5	1.3	-2.4

Bioassay records from PubChem BioAssay.
